Compound activity (PubChem)
CHRM1 antagonist: human CHRM1 antagonism | P11229 | hit rate 1.3% among 360,000 | AID 588852 | CHO-K1 hM1, Fluo-8 calcium fluorescence, ACh EC80 antagonist | inhibition, % at 3 µM;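 active means percent inhibition above its own plate's cutoff, namely the mean of that plate's compound wells plus 3 SD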;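 further: peak over basal fluorescence ratio during 140 s after agonist addition; 0% = ACh EC80 plus DMSO and 100% = DMSO alone without agonist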
Target sequence (P11229 whole entry, looked up): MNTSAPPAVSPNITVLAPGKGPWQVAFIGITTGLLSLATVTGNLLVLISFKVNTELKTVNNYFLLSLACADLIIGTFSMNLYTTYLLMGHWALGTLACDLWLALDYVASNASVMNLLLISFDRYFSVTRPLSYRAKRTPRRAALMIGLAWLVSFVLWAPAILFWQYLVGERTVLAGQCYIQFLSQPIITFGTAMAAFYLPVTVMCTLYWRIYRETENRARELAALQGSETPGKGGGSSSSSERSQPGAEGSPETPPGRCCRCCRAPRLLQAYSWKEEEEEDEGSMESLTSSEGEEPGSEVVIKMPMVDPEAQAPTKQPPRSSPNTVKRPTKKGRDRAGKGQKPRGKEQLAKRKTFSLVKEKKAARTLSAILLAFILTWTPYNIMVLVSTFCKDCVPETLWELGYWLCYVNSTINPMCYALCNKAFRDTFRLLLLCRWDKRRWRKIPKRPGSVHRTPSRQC
CHRM1 agonist: activates human CHRM1 receptor. P11229. CHO-K1 hM1, Fluo-8 calcium fluorescence, agonist mode; 0% DMSO, 100% acetylcholine EC100. activation, % at 3 µM. hit rate 0.33% among 360,000. AID 588814;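 active means activation above the run's mean compound activation plus 3 SD, cut at about 16% in these data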;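 further: peak over basal fluorescence ratio within a 140 s kinetic read after compound addition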
V1R ag counter: activates human V1a receptor in oxytocin agonist counter-screen; P37288; CHO-V1R cells, Fluo-8 calcium fluorescence, agonist mode; 0% DMSO, 100% 3 nM vasopressin; activation, % at 3 µM; hit rate 0.25% among 320,000; AID 2797;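 active means activation above the mean activation of all tested compounds plus 3 SD, per screening run, cut at about 20% in these data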;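 further: signal is peak over basal fluorescence ratio across a 100 second FLIPR read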
Target sequence (P37288 whole entry, looked up): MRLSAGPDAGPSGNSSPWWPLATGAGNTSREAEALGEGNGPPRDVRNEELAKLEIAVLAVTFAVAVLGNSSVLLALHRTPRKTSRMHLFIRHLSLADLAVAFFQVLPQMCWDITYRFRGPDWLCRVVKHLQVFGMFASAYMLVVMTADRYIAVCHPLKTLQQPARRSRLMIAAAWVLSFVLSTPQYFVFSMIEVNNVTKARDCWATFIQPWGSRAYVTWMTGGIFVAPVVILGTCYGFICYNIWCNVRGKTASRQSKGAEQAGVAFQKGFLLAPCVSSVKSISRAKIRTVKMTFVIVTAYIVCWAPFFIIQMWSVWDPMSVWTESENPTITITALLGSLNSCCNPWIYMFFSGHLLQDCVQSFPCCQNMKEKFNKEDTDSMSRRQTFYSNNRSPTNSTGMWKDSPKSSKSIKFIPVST
OXTR potentiate: human OXTR potentiation. P30559. CHO-OTR cells, Fluo-8 calcium fluorescence, potentiator mode; 0% = oxytocin EC15, 100% = EC100. activation, % at 3 µM. hit rate 0.061% among 320,000;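 active means activation above that plate's cutoff, the mean activation of tested compounds plus 3 SD, cut at about 6.6% in these data, passing the limit was not always enough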;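 further: 100% uses oxytocin at 75 nM as the full agonist control; some results filed as inactive read as strong as hits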
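Assay system: CHO cell line stably expressing human OTR | Also added: Oxytocin at about EC15, sub-maximal agonist stimulus | Times: Compound 6 min at room temperature before oxytocin, 100 s read | Measured by: Fluo-8 intracellular calcium fluorescence, ex 470-495, em 515-575 nm | Controls: EC15 oxytocin alone as 0%, 75 nM oxytocin as 100%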
CHRM1 PAM: positive allosteric modulators of human M1 muscarinic receptor | CHO-K1 hM1, Fluo-8 calcium fluorescence, ACh EC20; 0% = ACh EC20, 100% = maximal ACh | activation, % at 3 µM | hit rate 0.088% among 360,000 | AID 588819; in the data active means activation above about 19%, passing the limit was not always enough
CHO parental Ca: signal in parental CHO cells, OX1R antagonist counter-screen | parental CHO-K1, ATP-induced calcium, Fluo-8 fluorescence | inhibition, % at 5.6 µM | hit rate 0.63% among 330,000 | AID 463079;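 active means inhibition above that plate's mean sample inhibition plus 3 SD, cut at about 26% in these data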;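 further: 0% = ATP-challenged DMSO wells and 100% = DMSO wells without ATP; some compounds past the cut are filed as inactive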
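Material: parental CHO cells / Compound: single nominal dose of 5.6 µM per compound / Signal: Fluo-8 fluorescence / Replicates: singlicate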
OXTR ag: agonists of human oxytocin receptor. P30559. CHO-OTR cells, Fluo-8 calcium fluorescence; normalized: DMSO 0%, oxytocin 100%. activation, % at 3 µM. hit rate 0.32% among 320,000. AID 2435;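 active means activation above the mean of all tested compounds plus 3 SD, cutoff set per screening run, cut at about 20% in these data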;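 further: peak over basal fluorescence ratio from a 100 s FLIPR kinetic read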
TAAR1 antag: human TAAR1 antagonism | Q96RJ0 | CHO RD-HGA16 TAAR1, Fluo-8 calcium fluorescence, antagonist | hit rate 1.5% among 360,000 | inhibition, % at 3 µM;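 active means inhibition above a per-plate cutoff, the mean inhibition of test compounds on that plate plus 3 SD, cut at about 49% in these data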;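 further: 0% = DMSO plus EC80 beta-PEA response and 100% = DMSO alone without agonist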
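System: RD-HGA16 CHO cells with stable hTAAR1 and Gα16 | Probe or stimulus: EC80 β-phenethylamine stimulus | Dosing: 3 µM, single point | Times: Dye loading 75 min at 37 °C, then 30 min room temperature | Measured by: Fluo-8 calcium-sensitive fluorescence | Read-out basis: % inhibition of agonist calcium response | Replicates: n of 1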
TAAR1 ag: human TAAR1 agonism; hit rate 0.99% among 360,000; Q96RJ0; CHO RD-HGA16 TAAR1, Fluo-8 calcium fluorescence; vehicle wells 0%, saturating PEA agonist 100%; activation, % at 3 µM; AID 624467;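 active means activation above the mean activation of all test compounds in the run plus 3 SD, cut at about 38% in these data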
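System: CHO RD-HGA16 cells carrying human TAAR1 plus Gα16; Incubation: 17-24 h seeding, 75 min 37 °C dye, 30 min RT; Measured by: Fluo-8 fluorescence, 5 s baseline then 140 s kinetic read; Control set: DMSO and PEA EC100; Replication: single well for each compound.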
* hit, by the source's call; x = not tested or not shown.

Sample of the layout, 4 compounds:
SMILES	CHRM1 antagonist	CHRM1 agonist	V1R ag counter	OXTR potentiate	CHRM1 PAM	CHO parental Ca	OXTR ag	TAAR1 antag	TAAR1 ag
COCc1cc(C)nc(Nc2ccccc2C)c1C#N	-1	-4	-1.3	1	3	-5	-1.4	x	x
COc1ccc(Br)cc1C1Nc2ccccc2C(=O)N1NC(=O)c1ccncc1 (configuration not stated)	4	-1	0.4	0	-5	-23	1.0	22	14
CC1(C)CC(=O)c2cc(C(=O)NCc3ccco3)c(=O)n(-c3ccc(Cl)cc3)c2C1	-5	-6	-0.1	-6	8	-13	-0.8	-19	14
Cc1ccc(/C=N/n2c(C)n[nH]c2=S)o1	-5	-3	0.1	-11	8	-2	-0.4	14	6

This part in full, previewed entries included:
SMILES	CHRM1 antagonist	CHRM1 agonist	V1R ag counter	OXTR potentiate	CHRM1 PAM	CHO parental Ca	OXTR ag	TAAR1 antag	TAAR1 ag
COCc1cc(C)nc(Nc2ccccc2C)c1C#N	-1	-4	-1.3	1	3	-5	-1.4	x	x
COc1ccc(Br)cc1C1Nc2ccccc2C(=O)N1NC(=O)c1ccncc1 (configuration not stated)	4	-1	0.4	0	-5	-23	1.0	22	14
CC1(C)CC(=O)c2cc(C(=O)NCc3ccco3)c(=O)n(-c3ccc(Cl)cc3)c2C1	-5	-6	-0.1	-6	8	-13	-0.8	-19	14
Cc1ccc(/C=N/n2c(C)n[nH]c2=S)o1	-5	-3	0.1	-11	8	-2	-0.4	14	6
Cn1cc(Br)c(C(=O)NNC(=O)Cc2ccc(Cl)cc2)n1	-8	1	-0.2	-2	2	-6	2.0	-18	2
Cc1ccc(-c2ccc(/C=N/NC(N)=S)o2)cc1	13	-3	-1.6	-12	-3	-17	-2.3	-4	-3
O=C(NC(c1ccccc1)c1cnccn1)C1CCN(CCOc2ccc(Cl)cc2Cl)CC1 (configuration not stated)	-12	-4	x	x	9	x	x	-15	15
CN(C(=O)CSc1nc2scc(-c3ccccc3)c2c(=O)[nH]1)c1ccccc1	2	-3	0.4	-9	-4	-16	-2.2	24	9
CCc1ccc(OCC2c3cc(OC)c(OC)cc3CCN2C(=S)NC)cc1 (configuration not stated)	14	-4	0.8	-1	-4	9	2.1	21	3
CCOc1ccccc1NS(=O)(=O)c1ccc2oc(=O)ccc2c1	-5	0	3.6	-3	3	-7	2.1	12	9
COc1ccc(-c2ccc(SCC(=O)N3CCCC3)nn2)cc1OC	0	-6	-0.5	-7	4	-6	-0.9	9	8
Cc1ccc(-c2nnn(CC(=O)N(CC(=O)NC3CCCC3)c3ccccc3F)n2)o1	-13	-6	x	x	9	x	x	-9	2
FC(F)(F)c1cccc(-c2cc3nc(NCCCn4ccnc4)ccn3n2)c1	-5	-3	x	x	-1	x	x	-24	10
O=C(CN1CCN(c2ccccn2)CC1)NC1CCCC1	-12	-5	0.6	-17	7	0	0.3	4	16
CCOC(=O)C1=C(Nc2cccc(Cl)c2)OCC1=O	9	-2	0.0	-8	-3	-4	-1.6	-20	6
CC(C)(C)NC(=O)c1nn2c(C(F)(F)F)cc(-c3ccccc3)nc2c1Br	-13	-3	-0.3	-12	8	-11	-1.4	-4	0
O=C(NNC(=S)Nc1ccccc1Cl)c1ccccc1	1	-2	1.4	-5	4	-1	0.7	-3	2
COc1ccc(C2=NN(C(C)=O)C(c3cccs3)C2)cc1OC (configuration not stated)	-8	-2	x	x	5	x	x	-6	7
O=C1CN(S(=O)(=O)c2ccccc2)CC(=O)N1CCc1ccccc1	8	-3	1.3	-12	-1	-11	0.1	12	9
COc1ccc(/C=N/N(CCC(=O)NC(C)(C)C)C2=NS(=O)(=O)c3ccccc32)cc1	-6	-3	0.2	0	2	-21	-2.4	-4	3
C/C=C(\C)C(=O)Nc1cccc(C2=NOC3(C2)C[C@H](C(N)=O)N(C(=O)c2cc([N+](=O)[O-])cc([N+](=O)[O-])c2)C3)c1 (some centres not stated)	-1	-6	4.8	-5	4	-3	-0.2	9	10
COC(=O)C1CC23C=CCN4CCC5(c6ccccc6NC15C2C)C43 (configuration not stated)	-17	-7	0.2	-11	4	-8	0.1	-24	2
COc1cccc(CN(CCC(=O)O)Cc2cccc(OC)c2)c1	-15	-3	x	x	10	x	x	-11	3
N#CC1=C(C=Nc2ccccc2O)CCC1	-6	-1	-0.1	-10	6	-12	0.2	-9	7
C/C(=N\NC(=S)NCc1ccccc1)c1ccc(Br)cc1	1	-4	0.3	-7	1	-23	0.4	-18	-1
CC(C)N1CCN(Cc2cccc(-c3ccco3)c2)CC1CCO (configuration not stated)	-6	-13	-0.6	-6	-7	-15	-0.1	-23	2
CC(=O)N(Cc1cc2cc(C)ccc2[nH]c1=O)c1cccc(C)c1C	-8	-1	0.6	-14	9	-14	1.3	6	10
CCS(=O)(=O)NC(C)C(c1cccs1)N1CCN(c2ccc(OC)cc2)CC1 (configuration not stated)	-7	-2	0.4	-5	3	-6	0.4	-18	1
O=C(NCCSc1ccc(Cl)cc1)c1ccc(CN2CCOCC2)cc1	3	-12	7.2	-16	5	-5	5.4	7	6
COc1ccccc1-c1ccc2c(c1)C(C)(Cc1ccccc1C#N)C(=O)N2 (configuration not stated)	-2	-1	x	x	3	x	x	-3	3
O=C(O)c1ccccc1-c1nc2ccccc2[nH]1	-5	-5	1.2	4	0	22	0.8	2	9
Cc1cccc(C)c1Nc1c(-c2ccsc2)nc2ncccn12	1	-9	1.8	-5	0	-19	-0.6	-12	15
C=CCn1cc(C(C)=O)c(=O)[nH]c1=O	5	-3	0.1	-8	-1	2	3.3	10	4
CCc1ccc(N(C2C=CS(=O)(=O)C2)S(=O)(=O)c2ccc(C)cc2)cc1 (configuration not stated)	-33	-4	0.5	-6	4	-18	-0.2	-16	3
CCN(CC(=O)Nc1ccc2c(c1)OCCO2)C(=O)c1ccc(Cl)cc1Cl	-4	-1	-1.0	4	4	-27	-1.5	-27	1
O=c1cc(-c2ccc([N+](=O)[O-])cc2)nc2cc(-c3ccc(F)cc3)[nH]n12	3	-4	0.3	2	1	11	-0.1	-18	2
O=C(N/N=C/c1ccc(O)cc1)c1cc(C23CC4CC(CC(C4)C2)C3)[nH]n1	-1	-4	-1.2	-22	2	-18	-0.7	-11	-1
CC(=O)C1=C(O)C(=O)N(CCN(C)C)C1c1ccc(Cl)cc1 (configuration not stated)	-9	-4	x	x	10	x	x	-10	5
O=C(OCc1nnc(-c2ccccc2)o1)c1ccc(Cl)cc1	-5	-9	-0.6	-6	4	-14	-1.3	-20	2
CC1CN(C(=O)c2cc3cc(Cl)ccc3[nH]2)CC(C)O1 (configuration not stated)	-11	-4	-1.3	-14	6	-17	-2.7	-19	1
O=C(O)CCC(=O)NNC(=O)COc1ccc(Cl)cc1Cl	3	-3	0.9	-8	1	-15	0.5	-8	4
Cc1ccc(CN2C(=O)CSC2c2ccc(F)cc2)cc1 (configuration not stated)	3	-9	-1.2	-2	-7	-17	-2.1	0	-3
CC(C)CN(C(=O)c1ccc(N2CCCC2=O)cc1)C1CCS(=O)(=O)C1 (configuration not stated)	-6	1	2.4	-2	6	-9	0.9	-9	2
Cc1cc(NC(=O)c2cc(-c3ccccn3)nc3ccccc23)no1	-4	-4	-1.1	-2	4	-14	0.2	-10	2
CC1(C)CC(=O)C(/C=N/c2ncccc2C(=O)O)=C(O)C1	-7	-6	-0.3	6	11	-1	0.9	8	3
Cn1c(=NC(=O)CCS(=O)(=O)c2ccccc2)sc2cc(F)ccc21	-4	-1	-0.1	-3	6	-11	-0.8	0	3
Cc1cc2c(cc1S(=O)(=O)NCc1ccccc1)n(C)c(=O)c(=O)n2C	-8	-4	0.7	-3	4	-2	0.9	-22	0
Cc1ccc(SCC(=O)N2CC(C)OC(C)C2)cc1 (configuration not stated)	-13	0	-0.4	-5	10	-10	-0.7	4	5
C/C(=N\NC(=O)c1cccs1)c1ccncc1	-7	-3	7.2	-15	6	10	-1.2	-4	0
C=CCNc1oc(-c2cccc(F)c2)nc1C#N	-22	1	1.6	0	17	-5	0.1	5	2

New compounds follow.
SMILES	CHRM1 antagonist	CHRM1 agonist	V1R ag counter	OXTR potentiate	CHRM1 PAM	CHO parental Ca	OXTR ag	TAAR1 antag	TAAR1 ag
O=C(CSC1=NS(=O)(=O)c2ccccc2N1)NCCc1ccccc1	-10	-1	0.6	-6	8	-7	-1.0	71*	89*
Cc1cc(CNC(=O)c2ccc3nc(Cc4ccccc4F)oc3c2)nn1C	3	-2	0.2	-15	-4	-15	2.3	-5	2
O=C(NCC1CCCN1S(=O)(=O)c1cccs1)c1ccc(Cl)cc1 (configuration not stated)	-23	-3	-0.5	-9	11	-10	0.9	-3	2
FC(F)(F)c1cccc(-c2cc3nc(NC4CCCCC4)ccn3n2)c1	19	-6	x	x	-8	x	x	-17	0
CCc1ccc2[nH]c(=O)c(C(c3nnnn3Cc3ccco3)N3CCC(C)CC3)cc2c1 (configuration not stated)	-11	-6	-0.8	1	17	-13	-1.4	-19	4
O=C(Cc1c(F)cccc1Cl)Nc1ccccc1C(=O)N1CCCCC1	8	-3	-0.8	0	1	-29	-1.3	-9	0
CCOC(=O)c1c(N)n(-c2ccc(N)cc2)c2nc3ccccc3nc12	-5	-6	-0.7	-5	9	-14	-0.5	4	5
Cc1ccccc1C(=O)N1CCC(C(=O)Nc2nccs2)CC1	-5	-3	0.0	-5	-1	-10	0.5	36	2
CC1CCN(CCNC(=O)C2CCCN(S(=O)(=O)c3cccc4nonc34)C2)CC1 (configuration not stated)	-25	-5	-1.0	-12	-1	0	0.1	2	-2
COc1ccc(CNC(=O)CCC(=O)Nc2nnc(C(F)(F)F)s2)cc1	-11	-1	1.1	-3	12	4	0.0	-20	0
CC(=O)N1CCC(=NNC(=O)CSc2cc(C)c(Br)cc2C)CC1	-2	-8	1.2	-7	4	1	0.8	-14	3

Record cards, as listed above:
Shown for `O=C(CSC1=NS(=O)(=O)c2ccccc2N1)NCCc1ccccc1` = CHRM1 antagonist: -10; CHRM1 agonist: -1; V1R ag counter: 0.6; OXTR potentiate: -6; CHRM1 PAM: 8; CHO parental Ca: -7; OXTR ag: -1.0; TAAR1 antag: 71*; TAAR1 ag: 89*
Shown for `Cc1ccccc1C(=O)N1CCC(C(=O)Nc2nccs2)CC1` = CHRM1 antagonist: -5; CHRM1 agonist: -3; V1R ag counter: 0.0; OXTR potentiate: -5; CHRM1 PAM: -1; CHO parental Ca: -10; OXTR ag: 0.5; TAAR1 antag: 36; TAAR1 ag: 2
